Bioassay records deposited in PubChem BioAssay by several laboratories.
VHR inh abs: blocks human VHR1 dual specificity phosphatase; AID 1654; inhibition, % at 13.3 µM; P51452; hit rate 0.52% among 290,000; recombinant VHR phosphatase, pNPP absorbance; in the data active means inhibition above about 50%; further: some compounds called inactive have numbers as strong as hits
Target sequence (P51452 whole entry, looked up): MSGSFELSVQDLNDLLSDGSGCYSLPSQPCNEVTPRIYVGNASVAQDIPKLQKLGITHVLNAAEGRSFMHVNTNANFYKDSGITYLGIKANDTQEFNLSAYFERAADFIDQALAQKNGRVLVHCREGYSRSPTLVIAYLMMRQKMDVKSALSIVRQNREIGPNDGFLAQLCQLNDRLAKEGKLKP
TcdB GH inh: blocks C. difficile toxin B glycohydrolase activity; P18177; TcdB glycohydrolase enzymatic assay, plate reader; inhibition, % at 9.99 µM; hit rate 0.24% among 350,000; AID 652162; in the data active means inhibition above about 10%
PrPC TRFRET: inhibitors of human cell surface prion protein PrPC. inhibition, % at 13.8 µM. TR-FRET read-out. hit rate 0.43% among 370,000. P04156. AID 720596; in the data active means inhibition above about 24%; further: 0% = median of the test wells and 100% = reference compound wells
MazF activator: increases E. coli MazEF RNase cleavage of RNA | FAM/BHQ RNA-DNA oligo cleavage fluorescence, 5 h | activation, % at 20 µM | hit rate 0.32% among 350,000; in the data active means activation above about 50%
Target sequence (P0AE70 whole entry, looked up): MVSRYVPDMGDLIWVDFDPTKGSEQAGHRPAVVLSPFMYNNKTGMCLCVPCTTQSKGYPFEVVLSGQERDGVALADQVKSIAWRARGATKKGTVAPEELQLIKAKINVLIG
SSB-PriA inh: blocks PriA binding to SSB C-terminal tail; AlphaScreen SSBct-PriA binding, biotinylated peptide; inhibition, % at 33 µM; hit rate 0.6% among 430,000; AID 1272365; in the data active means inhibition mostly above about 37%, no sharp cut-off; inactive means mostly below about 20%;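 further: plate controls were negative control peptide for no effect and reference peptide for full effect; strong numbers were not always called active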
Rv3671c inh: Rv3671c (M. tuberculosis) protease inhibition; hit rate 0.048% among 320,000; inhibition, % at 5.96 µM; P9WHR9; in the data active means inhibition above about 38%;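 further: extracellular domain of Rv3671c used as enzyme; 0% = enzyme with DMSO and 100% = no enzyme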
Target sequence (P9WHR9 whole entry, looked up, the tested form may be a part): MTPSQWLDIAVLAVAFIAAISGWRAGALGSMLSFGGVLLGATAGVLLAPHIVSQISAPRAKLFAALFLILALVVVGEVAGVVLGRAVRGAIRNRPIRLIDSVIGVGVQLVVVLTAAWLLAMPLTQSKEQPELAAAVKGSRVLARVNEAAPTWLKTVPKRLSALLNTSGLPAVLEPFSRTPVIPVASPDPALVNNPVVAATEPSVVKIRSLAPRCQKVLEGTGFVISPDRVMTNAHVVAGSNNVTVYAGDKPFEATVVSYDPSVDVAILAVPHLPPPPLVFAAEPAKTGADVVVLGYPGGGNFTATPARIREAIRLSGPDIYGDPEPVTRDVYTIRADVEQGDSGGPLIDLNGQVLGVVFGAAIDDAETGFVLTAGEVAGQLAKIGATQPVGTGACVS
BH1578 lux ind: inducers of Vibrio cholerae quorum light production without autoinducers; V. cholerae BH1578 lux reporter, luminescence, 6 h; activation, % at 18.7 µM; hit rate 0.16% among 350,000; in the data active means activation mostly above about 9.7%, no sharp cut-off; further: not every result past the cut was called active; inactives centre near 0; reference of the scale not given here
CCHF vOTU inh: blocks the CCHF virus ovarian tumor domain protease; hit rate 0.55% among 370,000; inhibition, % at 11.5 µM; CCHFV vOTU protease, Pep-AMC fluorescence; AID 651958; in the data active means inhibition above about 30%; further: 0% = vehicle wells with enzyme and 100% = no enzyme wells
SARS 3CLpro inh: SARS-CoV 3CLpro protease inhibition; hit rate 0.14% among 290,000; recombinant SARS-CoV 3CLpro, quenched FRET peptide cleavage; inhibition, % at 6 µM; P0C6X7; in the data active means inhibition above about 12%
Yp Topo-I inh: Y. pestis Topo-I inhibition via cleavage products | activity, % at 10 µM | hit rate 0.064% among 360,000 | Y. pestis Topo-I cleavage product accumulation, plate reader; in the data active means activity above about 50%, passing the limit was not always enough; further: inactives centre near 2
Numbers without * were called inactive; i = inactive; nt = no result given; & = joins results of further samples. These rows are one share of the data; count on the stated rates, not on these rows.

Values run as follows: VHR inh abs	TcdB GH inh	PrPC TRFRET	MazF activator	SSB-PriA inh	Rv3671c inh	BH1578 lux ind	CCHF vOTU inh	SARS 3CLpro inh	Yp Topo-I inh
> Cn1c2ccccc2c2nnc(SC3CCOC3=O)nc21 (configuration not stated)
→ 17	nt	-8	7	-2	-4	i	-1	0	-7
> CCOC(=O)C1CCCN(S(=O)(=O)c2cccc3nsnc23)C1 (configuration not stated)
→ -26	-0.9	-29	-2	-2	5	2.7	6	-7	-1
> Cc1cccc(NC(=O)CSc2nnnn2C)n1
→ 40	nt	-1	-1	-9	-1	4.8	1	-1	5
> O=C(COc1ccccc1)N/N=C/c1ccc(O[C@@H]2O[C@H](CO)[C@@H](O)[C@H](O)[C@H]2O)cc1
→ 12	0.3	0	2	nt	-16	-0.2	-1	0	-2
> CCOc1ccc(Cl)cc1-c1cc(C(=O)NCC2CCCCC2)[nH]n1
→ nt	0.1	6	nt	nt	nt	-4.5	-1	nt	16
> Cc1ccsc1CNn1cnnc1SCc1ccccc1F
→ -5	nt	6	54*	7	-6	-0.5	-7	1	17
> CN(C)CCN1CCN(c2cc(-c3cccc(Cl)c3)nc3ccnn23)CC1
→ nt	0.7	-1	nt	nt	nt	-0.6	-30	nt	-14
> O=C(NCc1ccccc1)c1ccc(S(=O)(=O)NCc2ccco2)cc1
→ 25	1.5	2	7	4	-1	-4.0	-3	1	5
> CC[C@@H]1C/C=C\Cc2ccccc2[C@@H](C(=O)C[C@@H](O)CC(C)=O)OC1=O
→ nt	1.7	-5	0	0	-1	i	1	nt	3
> CC(Cc1ccccc1)NC(=O)c1ccc(N)cc1 (configuration not stated)
→ 18	0.0	2	4	3	-4	-1.3	-4	1	7
> Cc1ccc(S(=O)(=O)N2CCC(=O)N(C(COCc3ccc(Cl)cc3)C(C)C)CC2)cc1 (configuration not stated)
→ 0	1.4	3	6	-28	4	-0.9	4	-4	27
> O=C1NC(=Nc2ccccc2)SC1(CO)CO
→ -3	-0.1	-7	10	-11	-2	-0.8	-10	0	1
> CC(=O)c1cccc(NC(=O)C(C)OC(=O)CN2C(=O)NC(C)(C)C2=O)c1 (configuration not stated)
→ nt	0.6	-1	0	7	-6	i	13	nt	5
> O=C(CC(=O)OCc1ccccc1)OCc1ccccc1
→ nt	0.4	8	8	-11	nt	0.2	-2	nt	0
> O=C(CSc1nnc(CNC(=O)c2c(F)cccc2Cl)o1)NCc1ccc(F)cc1
→ 1	0.4	-10	-1	-9	-9	-0.2	10	-1	-12
> COc1ccc(-c2cc(C(F)(F)F)n3nc(C(=O)N4CCCCC4)cc3n2)cc1OC
→ 14	nt	-2	5	-9	-7	-1.8	5	4	0
> CCOC(=O)c1c(NC(=O)C2C3CCC(O3)C2C(=O)O)sc2c1CCC(CC)C2 (configuration not stated)
→ 38	1.1	-4	-7	0	3	-0.2	3	0	22
> Cc1ccc(C2(C)NC(=O)N(CC(=O)Nc3ccccc3N3CCCC3)C2=O)cc1 (configuration not stated)
→ nt	nt	nt	-5	12	-4	i	nt	nt	12
> COC(=O)c1cc(NS(=O)(=O)c2ccc(N3CCCCC3)c([N+](=O)[O-])c2)cc(C(=O)OC)c1
→ -5	nt	0	-9	28	-31	i	9	5	-13
> O=C(COC(=O)c1ccc(=O)[nH]c1)Nc1cccc(S(=O)(=O)N2CCOCC2)c1
→ 6	0.6	3	3	-3	7	i	-10	-1	-11
> CCS(=O)(=O)N1CCN(Cc2ccncc2)CC1
→ 10	nt	-4	-4	7	0	-1.0	9	-4	-5
> COc1ccc(NS(=O)(=O)c2cc(NC(=O)/C=C/c3ccccc3OC)ccc2N2CCCCC2)cc1
→ 10	nt	10	-16	-17	-16	-0.3	-18	0	0
> COC(=O)c1c(NC(=O)C(C)(C)C)sc2c1C(C(=O)OC)CC2 (configuration not stated)
→ 15	nt	-3	0	-4	-4	0.3	5	1	9
> O=C(CSc1nnc(-c2cccs2)o1)NCC1CN(Cc2ccccc2)CCO1 (configuration not stated)
→ 0	nt	-1	4	-7	1	i	1	-6	14
> O=C1[C@H](Cc2ccccc2)NCCCC[C@@H](c2ccc(Cl)cc2)N1Cc1ccccc1
→ nt	-0.1	1	3	-5	nt	i	8	nt	21
> CC1CCCC(NC(=O)CN2CCN(S(=O)(=O)c3cccs3)CC2)C1C (configuration not stated)
→ nt	0.8	0	8	-8	-2	i	19	nt	17
> CC(=O)c1c(C)[nH]c(C(=O)Nc2nc(-c3ccc(Cl)cc3)cs2)c1C
→ 4	nt	2	-11	-1	-16	2.1	-1	-3	-12
> O=C(C(=O)N(Cc1ccccc1)Cc1ccccc1)c1c(-c2ccccc2)[nH]c2ccccc12
→ nt	1.6	13	-9	-6	nt	-1.4	11	nt	1
> Cc1ccccc1Cn1cc(NC(=O)c2cc3nc(-c4ccco4)cc(C(F)(F)F)n3n2)cn1
→ 21	nt	0	-6	-1	-2	i	-10	5	31
> Clc1cccc(CSc2ccc(-c3ccco3)nn2)c1
→ 20	-0.1	17	-1	5	-1	-1.4	-1	-1	24
> CCCc1cc(-c2nc(N)ncc2-c2ccc3c(c2)OCCCO3)c(O)cc1OC
→ 2	nt	5	-2	14	0	5.3	3	6	15
> N#Cc1ccc(C(=O)Nc2nnc(-c3ccccn3)o2)cc1
→ -18	2.2	8	1	27	6	-0.2	10	1	4
> Cc1ccccc1C(=O)Nc1nnc(-c2ccco2)o1
→ 18	0.6	5	-1	1	1	-1.1	3	3	-4
> CCOc1ccc(NC(=O)CN(C)C(=O)c2cc([N+](=O)[O-])ccc2N2CCCCC2)cc1OCC
→ nt	1.3	-20	6	-2	0	-1.4	1	nt	1
> Cc1cccc(C)c1Nc1c(-c2ccc(N3CCOCC3)cc2)nc2cnccn12
→ 29	-3.0	-4	15	-10	5	-0.3	-2	-5	23
> O=C(CC1SC(=O)N(c2ccccc2)C1=O)Nc1ccc(Cl)cc1 (configuration not stated)
→ 20	2.3	7	-4	-10	-5	-0.7	8	1	-15
> CCOc1cc(C(=O)OCC(=O)Nc2c(C)cccc2C)ccc1OCC(=O)N1CCOCC1
→ 3	0.6	0	-6	-2	4	-0.3	12	1	-2
> COC(=O)[C@]1(C)N[C@H](CN(C)C(=O)Nc2ccc(OC)cc2)[C@@H]2C(=O)N(C)C(=O)[C@@H]21
→ nt	-0.7	5	-5	3	5	i	-1	nt	-5
> Cc1c(C(=O)OC(C)C(C)C[N+](C)(C)C)oc2ccccc12 (configuration not stated)
→ 33	nt	1	1	0	-8	i	-13	-6	-5
> O=C(O)CSc1nc2ccccc2c(=O)[nH]1
→ 18	0.1	1	0	-2	2	i	-7	-1	2
> Cc1ccc(C(=O)COC(=O)CNS(=O)(=O)c2ccc(C)cc2)cc1
→ 14	1.2	3	2	-11	2	i	-2	-3	6
> CC(=O)c1ccc(N/N=C(/C(N)=O)C2=NC(C)(C)Cc3ccccc32)cc1
→ 7	nt	5	-2	nt	-5	-0.6	11	1	-1
> COC(=O)[C@@H](CC(C)C)N(Cc1ccccc1)S(=O)(=O)N(Cc1ccccc1)[C@@H](CC(C)C)C(=O)OC
→ nt	-0.9	-6	-1	-13	-6	-0.3	2	nt	-6
> O=C(/C=C/c1cc(Br)ccc1O)c1ccco1
→ 4	0.8	-8	5	2	0	-0.3	0	-2	1
> COc1cccc(C(=O)NCCCNC(=O)c2ccccn2)c1
→ 14	0.4	1	11	-6	9	i	-6	-6	1

Complete entries, looked up by structure:
CC(=O)c1ccc(N/N=C(/C(N)=O)C2=NC(C)(C)Cc3ccccc32)cc1 is listed with VHR inh abs: 7; TcdB GH inh: nt; PrPC TRFRET: 5; MazF activator: -2; SSB-PriA inh: nt; Rv3671c inh: -5; BH1578 lux ind: -0.6; CCHF vOTU inh: 11; SARS 3CLpro inh: 1; Yp Topo-I inh: -1
Cc1ccccc1C(=O)Nc1nnc(-c2ccco2)o1 is listed with VHR inh abs: 18; TcdB GH inh: 0.6; PrPC TRFRET: 5; MazF activator: -1; SSB-PriA inh: 1; Rv3671c inh: 1; BH1578 lux ind: -1.1; CCHF vOTU inh: 3; SARS 3CLpro inh: 3; Yp Topo-I inh: -4

The results go on:
Values run as follows: VHR inh abs	TcdB GH inh	PrPC TRFRET	MazF activator	SSB-PriA inh	Rv3671c inh	BH1578 lux ind	CCHF vOTU inh	SARS 3CLpro inh	Yp Topo-I inh
> COc1ccc(C2=Nn3c(nnc3-c3ccccc3Cl)SC2)cc1OC1CCCC1
→ nt	0.1	10	0	18	-24	i	4	nt	22
> COc1cccc(NC(=O)CSCc2n[nH]c(=O)[nH]2)c1
→ 11	nt	2	-6	-9	-11	i	0	0	-3
> COc1cccc(C2=CC(c3ccc(OC)c(OC)c3OC)n3nnnc3N2)c1 (configuration not stated)
→ -22	nt	7	5	2	7	2.6	3	6	5
> Cc1cccc(CN2CCC(CNC(=O)CCNC(=O)Cn3ccc4ccccc4c3=O)CC2)c1
→ 0	nt	3	3	-16	-3	-0.4	2	-1	-8
> S=c1[nH]nc(COc2ccc(Cl)cc2)n1-c1ccccc1
→ 4	-0.6	-5	3	3	4	i	3	2	-2
> O=C(C1=C(O)C(=O)N(Cc2ccco2)C1c1cccc(O)c1)c1ccco1 (configuration not stated)
→ 2	-2.1	3	3	-2	-13	-0.4	26	-1	15
> Cc1ccc2nc(Cl)c(C3CC(c4cccs4)=NN3C(=O)CCCC(=O)O)cc2c1 (configuration not stated)
→ 12	1.1	2	3	-1	1	-0.3	2	-2	1
> COc1ccc(NS(=O)(=O)c2cc(NC(=O)c3ccco3)ccc2N2CCCC2)cc1
→ -9	nt	1	0	2	-2	-0.5	-3	6	-3
> CCN(CC)S(=O)(=O)c1cccc(C(=O)OCC(=O)N2CC(=O)Nc3ccccc32)c1
→ 25	nt	16	6	2	6	0.8	1	3	13
> CC(=O)Nc1ccc(S(=O)(=O)NCCC(=O)N2CCC(Cc3ccccc3)CC2)cc1
→ nt	0.2	9	9	1	-7	-1.1	-3	nt	17
> CC(=O)N1CCc2cc(S(=O)(=O)NC(CC(C)C)C(=O)N3CCCC3)ccc21 (configuration not stated)
→ 6	0.0	7	2	-2	-3	-0.2	9	1	-2
> Cc1cccc2cc(C#N)c(NCCNC(=O)NC3CCCCC3)nc12
→ 17	nt	7	4	9	7	i	-17	1	6
> COc1ccccc1N(CC(O)CN1C(C)CCCC1C)S(=O)(=O)c1ccccc1 (configuration not stated)
→ 14	-0.5	-3	-3	-14&-4	8	0.1	-2	-6	2
> CN(C)S(=O)(=O)N(CC(=O)N1CCOCC1)c1ccccc1
→ -1	0.2	4	1	-5	-7	i	4	3	3
> COc1ccc(-n2nnnc2SCC(=O)Nc2nnc(C)s2)cc1
→ 29	-6.2	-4	0	-11	-4	-0.2	-14	-4	-5
> CCN(CC)C(=O)CSc1nc2ccccc2c(=O)n1CCC(=O)N1CCN(c2ccccc2)CC1
→ 16	0.9	-2	3	1	1	i	14	-1	0
> Cc1ccc(S(=O)(=O)N2CCN(C(=O)C3CCCC3)CC2)cc1C
→ 14	-0.7	3	4	-3	-1	i	-5	2	0
> CC(C)Oc1ccc(S(=O)(=O)N2CCCCC2)cc1NC(=O)CN1CCCC1c1cccs1 (configuration not stated)
→ nt	-2.0	6	-14	7	-7	i	22	nt	-1
> O=C(NCC1COc2ccccc2O1)c1cc(S(=O)(=O)N2CCOCC2)ccc1F (configuration not stated)
→ nt	0.7	2	0	-3	nt	-0.5	1	nt	-6
> Cc1c(C(=O)NCCSCc2ccco2)cccc1[N+](=O)[O-]
→ -10	nt	1	-1	-4	4	i	-9	5	-1
> COc1cc(C(=O)NCCN2CCOCC2)cc(OC)c1OC
→ 10	0.6	-1	3	-6	8	i	10	4	3
> COc1ccc2c(n1)Sc1nc3ccccc3nc1N2
→ 6	-7.4	11	-234	-1	2	-0.5	59*	-4	-3
> CCCc1cc(=O)[nH]c(SCC(N)=O)n1
→ -6	nt	4	1	-20	4	1.9	7	-5	33
> CCc1ccc(NC(=O)C2C3C=CC(C4CC34)C2C(=O)O)cc1 (configuration not stated)
→ 22	nt	3	-17	13	-3	i	7	-1	3
> c1coc(-c2nc(N=C3N=c4ccccc4=N3)[nH]c2-c2ccco2)c1
→ nt	1.2	-3	13	nt	nt	-6.0	0	nt	-13
> COc1cc(OC)cc(-c2cc3cc4c(cc3cn2)OCO4)c1
→ nt	nt	nt	10	-1	-21	i	nt	nt	-9
